From PubChem
SR-BI uptake up: enhances SR-BI lipid uptake from DiI-HDL | CHO ldlA[mSR-BI] cells, DiI-HDL uptake fluorescence, 3 h; 100 = double the neutral-control signal | activation, % at 12.5 µM | 0.096% of 320,000 active | AID 504775;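 active = mean replicate activation of at least 60% and every replicate at or above 60%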;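 note: 0% = median plate neutral-control signal and 100% = twice that signal; values of inactives mirror those of a sister screen read the other way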
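Test system: SR-BI-overexpressing, LDLR-lacking CHO cells; Medium: Ham's F12 with 0.5% BSA, HEPES 25 mM, pH 7.4; Schedule: 3 h, 37 °C; Technique: bottom-read fluorescence, 550/595 nm.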
PvdQ acylase: P. aeruginosa PvdQ acylase inhibition. purified PvdQ acylase, fluorescence plate reader. inhibition, % at 10 µM. 0.063% of 340,000 active; in the data active = inhibition above about 30%, passing the limit was not always enough;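 note: 0% = vehicle neutral wells and 100% = reference inhibitor wells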
SR-BI DiI inh: blocks mouse SR-BI lipid uptake from DiI-HDL | Q61009 | ldlA[mSR-BI] CHO cells, DiI-HDL uptake fluorescence, 3 h | inhibition, % at 12.5 µM | 0.96% of 320,000 active | AID 488896;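 active = mean replicate inhibition of at least 70% and a set share of replicates each scoring 70 or more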;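 note: 0% = median of neutral control wells and 100% = median of positive control wells; values of inactives mirror those of a sister screen read the other way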
DAGLB inh: diacylglycerol lipase beta (human) inhibition; HEK293T DAGLB membrane lysate, EnzChek fluorogenic substrate; inhibition, % at 5.17 µM; 0.059% of 340,000 active; in the data active = inhibition above about 34%;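 note: 0% = enzyme with vehicle and 100% = wells lacking enzyme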
Arr AP2 block: human beta-arrestin and AP2 interaction inhibition; FITC-arrestin peptide / GST-AP2 beads, flow cytometry; AP2 beta2 appendage carries R879A mutation; inhibition, % at 10 µM; 0.31% of 340,000 active; AID 504490;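 active = inhibition above a set limit, near 3 SD of compounds lacking own fluorescence, cut at about 54% in these data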;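 note: plate controls were DMSO wells for no effect and 5 µM unlabelled arrestin peptide for full effect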
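Material – GST-tagged AP2 beta2-adaptin appendage (R879A) on 4 µm glutathione beads · Probe or stimulus – fluorescein-tagged arrestin peptide at 50 nM final · Timing – 12 min plus 1 h, RT · Detection – bead flow cytometry, FITC channel · Read-out basis – inhibition as reduced fluorescein signal on beads, percent · Medium – PBS plus Tween 20 (0.05%) and BSA (0.1%)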
RTF Ca sens inh: cardiac RTF calcium desensitization | IANBD-labeled cardiac RTF, Ca2+ fluorescence | inhibition, % at 7.15 µM | 0.12% of 340,000 active;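 active = inhibition above the mean inhibition of all tested compounds plus 3 SD, cut at about 17% in these data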;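 note: assay run at fixed EC70 calcium of 1.6 mM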
Keap1-Nrf2 PPI: inhibitors of human Keap1-Nrf2 protein-protein interaction | inhibition, % at 9.4 µM | Keap1 Kelch-Nrf2 peptide fluorescence polarization, 1536-well | Q14145 | 0.15% of 340,000 active; in the data active = inhibition above about 12%;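 note: human Keap1 Kelch domain with fluorescein labeled Nrf2 9mer peptide probe; 0% = neutral control wells and 100% = peptide positive control; higher means more block of Keap1 binding to Nrf2 peptide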
Target sequence (Q14145 whole entry, looked up, the tested form may be a part): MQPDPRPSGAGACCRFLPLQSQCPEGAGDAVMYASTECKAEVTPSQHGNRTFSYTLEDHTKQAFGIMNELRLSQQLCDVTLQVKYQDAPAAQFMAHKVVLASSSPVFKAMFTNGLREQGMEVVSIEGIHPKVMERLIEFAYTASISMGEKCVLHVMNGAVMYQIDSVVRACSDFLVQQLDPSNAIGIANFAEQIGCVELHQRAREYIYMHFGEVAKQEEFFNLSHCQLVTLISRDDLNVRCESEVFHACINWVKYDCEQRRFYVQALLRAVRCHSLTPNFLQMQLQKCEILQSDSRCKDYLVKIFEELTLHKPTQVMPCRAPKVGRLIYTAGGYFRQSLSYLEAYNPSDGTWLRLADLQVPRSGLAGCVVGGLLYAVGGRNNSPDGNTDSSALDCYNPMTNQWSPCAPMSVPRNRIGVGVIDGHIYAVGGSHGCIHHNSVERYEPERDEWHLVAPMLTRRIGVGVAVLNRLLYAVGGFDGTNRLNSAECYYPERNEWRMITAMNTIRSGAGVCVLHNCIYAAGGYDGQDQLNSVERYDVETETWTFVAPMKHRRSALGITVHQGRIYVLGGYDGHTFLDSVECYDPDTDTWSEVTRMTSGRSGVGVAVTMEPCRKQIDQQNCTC
PKA-R2B activ: activates the human PKA-R2B holoenzyme complex | P22694+P31323 | PKA-R2B holoenzyme dissociation, Cy5-IP20 fluorescence polarization; R2B truncated from residue 108, S112A mutant; 0% DMSO only, 100% 113 µM cGMP | activation, % at 11.4 µM | 0.079% of 340,000 active | AID 504700;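 active = activation above a cutoff set at the mean over all compounds plus 3 SD, cut at about 18% in these data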;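 note: higher means more holoenzyme dissociation and a rise in polarization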
Target sequence (P31323 whole entry, looked up, other chains not shown, the tested form may be a part): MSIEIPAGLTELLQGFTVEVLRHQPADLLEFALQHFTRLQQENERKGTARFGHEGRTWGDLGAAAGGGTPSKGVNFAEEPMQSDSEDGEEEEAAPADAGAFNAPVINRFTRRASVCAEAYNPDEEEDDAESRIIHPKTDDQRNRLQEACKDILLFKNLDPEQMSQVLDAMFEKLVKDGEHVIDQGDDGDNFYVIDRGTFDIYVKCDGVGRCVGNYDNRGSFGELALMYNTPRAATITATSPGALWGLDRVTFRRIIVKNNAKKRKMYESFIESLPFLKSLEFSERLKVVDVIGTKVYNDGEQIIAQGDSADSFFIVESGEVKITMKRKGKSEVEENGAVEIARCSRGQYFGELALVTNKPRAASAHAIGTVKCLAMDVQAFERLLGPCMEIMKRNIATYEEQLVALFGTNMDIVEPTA
C-LANA FP: blocks KSHV LANA C-terminal domain binding to DNA. inhibition, % at 9 µM. MBP-C-LANA/FAM-LBS DNA binding, fluorescence polarization. 0.078% of 340,000 active;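 active = highest replicate inhibition at or above 60% at 9 µM, even if other replicates fall short; inactive = all replicates below 60% inhibition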;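 note: 0% = neutral control wells and 100% = 4 µM acridine orange control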
NSD2 HMT inh: NSD2 (human) methyltransferase inhibition | NSD2 peptide methylation, AlphaScreen, 120 min | inhibition, % at 12.5 µM | 0.54% of 310,000 active; in the data active = inhibition above about 50%
Active calls of the source: *; . = not tested or not shown.

cpd | canonical_smiles | SR-BI uptake up | PvdQ acylase | SR-BI DiI inh | DAGLB inh | Arr AP2 block | RTF Ca sens inh | Keap1-Nrf2 PPI | PKA-R2B activ | C-LANA FP | NSD2 HMT inh
1 | CCC(C(=O)NCCc1c[nH]c2ccc(C)cc12)c1ccccc1 (centres undefined) | 2 | 0 | -2 | 0 | 33 | 2 | 3 | 9 | 4.3 | -2
2 | O=[N+]([O-])c1ccc(CC(Cl)c2ccccn2)cc1 (centres undefined) | 2 | -14 | -2 | 1 | 30 | -5 | -4 | -13 | 1.2 | 0
3 | CCCOc1ccc(C(=O)Nc2ccc(S(=O)(=O)Nc3cc(C)nc(C)n3)cc2)cc1 | . | 10 | . | 3 | 36 | -1 | -4 | 1 | 0.8 | 2
4 | COC(=O)C1=C(CCc2ccccc2)NC(=O)NC1c1ccc(C#N)cc1 (centres undefined) | -8 | -10 | 8 | 1 | -2 | -15 | 0 | 0 | 0.3 | .
5 | O=C(NC1CCCCC1)C1CC(=O)N(CCc2ccc(F)cc2)C1 (centres undefined) | 3 | 1 | -3 | 1 | -2 | -3 | -10 | -10 | 0.1 | 1
6 | O=C1CCC(C(=O)Nc2cc(C(F)(F)F)ccc2-n2cncn2)=NN1 | 16 | 14 | -16 | -3 | 5 | -2 | -3 | -7 | -0.4 | -3
7 | CCN(CC)S(=O)(=O)c1ccc(C)c(NC(=O)COC(=O)c2ccc(C)c(S(=O)(=O)N3CCOCC3)c2)c1 | -13 | -6 | 13 | -2 | 3 | 2 | -3 | -4 | 1.1 | 8
8 | Cc1cc(=O)oc2c(CN3CCCC3)c(O)ccc12 | 6 | -21 | -6 | -2 | -7 | -5 | 3 | 4 | -2.1 | -1
9 | Cc1ccc(C(=O)N2CCOCC2)cc1S(=O)(=O)N1CCOCC1 | 7 | -15 | -7 | 1 | 2 | -2 | 0 | -1 | 0.3 | -3
10 | Cc1nc(SCC(=O)N2CC(=O)Nc3ccccc32)nc(C)c1C | 7 | -3 | -7 | -1 | 4 | -9 | 2 | -5 | 0.1 | -1
11 | COc1ccc(Cl)cc1NS(=O)(=O)c1cccc(C(=O)NC2CCC(O)CC2)c1 (centres undefined) | -25 | -17 | 25 | 2 | -10 | -21 | 3 | -12 | 2.0 | 1
12 | CCN(CC)S(=O)(=O)c1ccc(C(=O)N2CCN(C3=NS(=O)(=O)c4ccccc43)CC2)cc1 | . | -1 | 8 | -2 | 26 | -2 | 4 | -8 | -0.3 | 1

Some entries already given, reduced to PKA-R2B activ and RTF Ca sens inh:
| No. | molecule | PKA-R2B activ | RTF Ca sens inh |
| --- | --- | --- | --- |
| 4 | COC(=O)C1=C(CCc2ccccc2)NC(=O)NC1c1ccc(C#N)cc1 (centres undefined) | 0 | -15 |
| 5 | O=C(NC1CCCCC1)C1CC(=O)N(CCc2ccc(F)cc2)C1 (centres undefined) | -10 | -3 |

Single values from the entries so far.
O=C(NC1CCCCC1)C1CC(=O)N(CCc2ccc(F)cc2)C1 (centres undefined) – PvdQ acylase: 1
Cc1ccc(C(=O)N2CCOCC2)cc1S(=O)(=O)N1CCOCC1 – DAGLB inh: 1

Remaining list, next part:
cpd | canonical_smiles | SR-BI uptake up | PvdQ acylase | SR-BI DiI inh | DAGLB inh | Arr AP2 block | RTF Ca sens inh | Keap1-Nrf2 PPI | PKA-R2B activ | C-LANA FP | NSD2 HMT inh
13 | COc1cccc(NC(=O)NCCc2ccc(Cl)cc2)c1 | -11 | -7 | 11 | -1 | 2 | -2 | -1 | 0 | 1.1 | -3
14 | Cc1cc(C[n+]2ccsc2N)c2ncccc2c1 | 5 | -27 | -5 | -1 | -4 | 0 | -2 | -7 | 1.9 | 3
15 | COc1ccc(CC(C)NS(=O)(=O)c2ccc3c(c2)CCN3S(C)(=O)=O)cc1OC (centres undefined) | -4 | 10 | 4 | 0 | -4 | -11 | -7 | 1 | 0.1 | -7
16 | Cc1oc(-c2ccccc2)nc1C(=O)OCC(=O)NCc1ccccc1 | 11 | 7 | -11 | -1 | 11 | 0 | -6 | -10 | -1.9 | 1
17 | CCc1ccc(OC(=O)Nc2ccccc2)cc1 | 11 | -12 | -11 | 0 | 6 | -1 | -3 | -4 | -1.6 | -5
18 | CCOc1ccc(CCNC(=O)COC(=O)c2cccc(S(=O)(=O)N(C)C)c2)cc1OCC | -11 | -10 | 11 | 1 | 8 | -8 | -5 | 2 | 1.6 | 0
19 | CCc1c(C)nc(SCC(=O)N2CCN(c3ccccc3OC)CC2)[nH]c1=O | -4 | -12 | 4 | -1 | 2 | -3 | 1 | 10 | -2.1 | 0
20 | Cc1ccc(N2CC(C(=O)Nc3ccccc3C(=O)NC3CCCCC3)CC2=O)cc1 (centres undefined) | -27 | 4 | 27 | -2 | 0 | -1 | -1 | 1 | 3.0 | 0
21 | CCC(C)c1ccccc1NC(=S)Nc1cccnc1 (centres undefined) | 6 | -11 | -6 | -1 | -5 | -4 | 0 | -15 | -1.7 | 0
22 | COc1ccc(CC(=O)Nc2cc(C)on2)cc1 | -3 | -16 | 3 | 1 | -2 | -1 | -6 | 1 | 1.5 | -10
23 | CC1CCCC(NC(=O)CSc2nncs2)C1C (centres undefined) | 42 | -7 | -42 | -1 | 4 | 1 | 1 | -7 | 0.5 | 3
24 | COc1ccccc1CN1CC(C(=O)N(C)Cc2ccc(C)o2)CCC1=O (centres undefined) | 15 | -16 | -15 | 2 | -6 | -3 | -3 | -4 | 0.8 | 0

Next section; the last 3 above are carried over.
cpd | canonical_smiles | SR-BI uptake up | PvdQ acylase | SR-BI DiI inh | DAGLB inh | Arr AP2 block | RTF Ca sens inh | Keap1-Nrf2 PPI | PKA-R2B activ | C-LANA FP | NSD2 HMT inh
22 | COc1ccc(CC(=O)Nc2cc(C)on2)cc1 | -3 | -16 | 3 | 1 | -2 | -1 | -6 | 1 | 1.5 | -10
23 | CC1CCCC(NC(=O)CSc2nncs2)C1C (centres undefined) | 42 | -7 | -42 | -1 | 4 | 1 | 1 | -7 | 0.5 | 3
24 | COc1ccccc1CN1CC(C(=O)N(C)Cc2ccc(C)o2)CCC1=O (centres undefined) | 15 | -16 | -15 | 2 | -6 | -3 | -3 | -4 | 0.8 | 0
25 | CC(C)(C)c1[nH]nc2c1C(c1cccnc1)C(C#N)=C(N)O2 (centres undefined) | -5 | -5 | 5 | 0 | -1 | -8 | -7 | -14 | -0.6 | .
26 | COc1cc(NC(=O)CN2CCN(c3ccccn3)CC2)cc(OC)c1OC | 17 | 5 | -17 | -3 | 35 | 0 | -3 | 0 | 1.8 | 2
27 | COc1ccc(NC(=O)CCCNC(=O)Cn2cnc3sc4c(c3c2=O)CCCC4)c(OC)c1 | -38 | -6 | 38 | 4 | 24 | -3 | -4 | -2 | 1.1 | 3
28 | CCCn1nc(C(=O)N2CCc3ccccc3C2)c2ccccc2c1=O | -55 | 13 | 55 | -2 | 10 | -6 | -4 | -5 | 0.8 | 0
29 | Cc1cc(=O)oc2c3c(cc(OCC(=O)N[C@H](C(=O)O)c4ccccc4)c12)OC(C)(C)CC3 | -3 | 1 | 3 | 1 | 16 | -4 | -3 | -15 | -1.4 | .
30 | O=C(CSc1nc2ccccc2n1CC(=O)N1CCOCC1)N1CCCC1 | 10 | -4 | -10 | -3 | -2 | 3 | 2 | -10 | -0.8 | -1
31 | CN(C)C(=O)CCc1nc(-c2ccc(C(C)(C)C)cc2)no1 | 14 | -5 | -14 | -1 | -1 | -3 | 0 | -11 | 15 | -1
32 | Cc1ccc(C(C)C)cc1OCC(=O)NNC(=O)Nc1ccccc1 | -15 | -31 | 15 | -7 | -6 | -11 | -4 | 5 | 1.2 | 1
33 | O=C1CC(N2CCN(Cc3ccccc3)CC2)C(=O)N1c1ccccc1 (centres undefined) | 0 | -5 | 0 | -4 | -6 | -14 | 2 | 7 | 0.2 | 0
34 | CCC(C)NC(=O)c1csc2c1CCCCC2 (centres undefined) | -1 | -15 | 1 | -2 | -9 | 5 | 2 | 1 | 1.0 | 5
35 | COc1ccccc1N1CCN(CC(O)COc2c(OC)cccc2OC)CC1 (centres undefined) | -3 | 5 | 3 | -3 | 5 | 2 | 0 | -12 | 1.1 | .
36 | O=C1NCCc2c1[nH]c1ccc([N+](=O)[O-])cc21 | 3 | -11 | -3 | 1 | 13 | -8 | 4 | 9 | 2.7 | -1
37 | Cc1cc(C)cc(NC(=O)CCCCCN2C(=O)[C@@H]3Cc4ccccc4CN3C2=O)c1 | -9 | -10 | 9 | 2 | 2 | 1 | 2 | 6 | -0.2 | 0
38 | Cc1cccc(Oc2cc(NC(=O)c3ccccc3)cc([N+](=O)[O-])c2)c1 | . | -11 | . | -4 | 4 | -1 | -2 | -1 | -0.2 | -3
39 | CC(C)n1c(SCC(=O)NC2CCCCC2)nnc1-c1ccco1 | . | -10 | . | 2 | -8 | -11 | -7 | -2 | 0.9 | 0
40 | S=C(Nc1ccccc1Cl)Nc1ccc(Cl)cc1Cl | 2 | -10 | -2 | -3 | -4 | -10 | 1 | -1 | -0.2 | -3
41 | O=C(NC1CCCc2ccccc21)C1CCN(S(=O)(=O)c2cccc3nonc23)CC1 (centres undefined) | -16 | -6 | 16 | 0 | 5 | -7 | -2 | -10 | -2.0 | 0
42 | CCn1c(=O)cc(OCC(=O)Nc2ccc(OC)c(OC)c2)c2ccccc21 | 1 | -12 | -1 | 1 | 6 | -21 | -1 | -2 | -0.8 | 0
43 | Cn1c(=O)c2c(nc(NCc3ccc4c(c3)OCO4)n2Cc2ccc(F)cc2)n(C)c1=O | -1 | -9 | 1 | 0 | -2 | -9 | -1 | 0 | 0.8 | 1
44 | COc1ccc(CCN2CC(C(=O)OCC(=O)NC(Cc3ccccc3)C(C)=O)CC2=O)cc1OC (centres undefined) | 24 | 3 | -24 | 0 | 16 | 1 | 7 | -3 | -0.6 | -1
45 | CCCCC(NC(=O)c1ccccc1)C(=O)OCC(=O)N1c2ccccc2Sc2ccccc21 (centres undefined) | -8 | -7 | 8 | 0 | 4 | -1 | -3 | -4 | 0.1 | -4
46 | COc1ccc(OC)c(C(=O)Cn2nnc(-c3ccc(N4CCOCC4)cc3)n2)c1 | -21 | -10 | 21 | 0 | 11 | -2 | -8 | 1 | -0.7 | .
47 | O=C(c1ccco1)N1CCN(C2=NS(=O)(=O)c3ccccc32)CC1 | 14 | -15 | -14 | 1 | -3 | 10 | -3 | 2 | -0.7 | -3
48 | Cc1nc2ccccc2n1CC(O)COc1ccccc1Cl (centres undefined) | -2 | -2 | 2 | 2 | 7 | 8 | 5 | 7 | -0.6 | -3
